Screening results as filed in PubChem BioAssay.
D2 potentiator: HTS Assay for Positive Allosteric Modulators of the Human D2 Dopamine Receptor: Primary Screen for Potentiators | potentiation, % at 10 µM | D(2) dopamine receptor (Homo sapiens), P14416 | 340,000 tested, 0.34% active | AID 485347, 2010 | HEK293 T-REx D2, calcium flux, EC20 dopamine potentiation;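 active means potentiation over 3 SD above the plate norm, cut at about 30% in these data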; further: 0% is about no effect
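Tetracycline-induced HEK293 T-REx cells force-coupled to calcium signalling expressed D2; compounds were pin-added after a 10 s baseline, read kinetically 180 s, then an EC20 dopamine challenge followed with a further 180 s calcium read.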
D2 antagonist: HTS Assay for Allosteric Antagonists of the Human D2 Dopamine Receptor: Primary Screen for Antagonists. HEK293 TREx D2 cells, calcium flux, dopamine EC80. inhibition, % at 10 µM. 340,000 tested, 2% active; in the data active means inhibition above about 30%; further: 0% is about no effect
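Read-out: kinetic calcium fluorescence (1 cycle/s) in inducible HEK293 T-REx D2 cells after an EC80 dopamine addition that followed 180 s compound preincubation. Loss of the dopamine response indicates antagonism.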
D2 ag: HTS Assay for Allosteric Agonists of the Human D2 Dopamine Receptor: Primary Screen for Agonists. D(2) dopamine receptor (Homo sapiens), P14416. HEK293 T-REx D2 cells, calcium flux agonist mode. activation, % at 2 µM. 340,000 tested, 0.53% active;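 active means activation over 3 SD above normal in the single-dose calcium agonist read, cut at about 30% in these data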; further: 0% is about no effect
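In this primary screen, compounds producing a positive calcium signal within 180 s of addition to tetracycline-induced, force-coupled HEK293 Trex D2 cells are flagged; cells are dye-loaded with a no-wash calcium kit beforehand.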
D1 antagonist: Antagonist of Human D 1 Dopamine Receptor: qHTS. HEK293 TREx D1 cells, calcium flux, dopamine EC80; stronger effect = lower value. activity change, negative = inhibition, % at 10 µM. 360,000 tested, 3.2% active; in the data active means activity change below about -30%; further: on the % scale 0 is the no-effect control and ±100 the full control effect
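HEK293 T-REx cells expressing inducible, force-coupled D1 receptor; no-wash Ca dye, 30–90 min RT. Cmpd → 180 s read at 1 Hz → EC80 DA → 180 s read.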
D1 ag: Allosteric Agonists of the Human D1 Dopamine Receptor: qHTS. D(1A) dopamine receptor (Homo sapiens), P21728. HEK293 T-REx D1 cells, calcium flux, agonist mode. activation, % at 2 µM. 360,000 tested, 1% active. AID 504660, 2011; in the data active means activation above about 30%; further: 0% is about no effect
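Inducible HEK293 T-REx D1 cells, force-coupled to calcium signalling, were plated at 4000 cells/well with tetracycline and held overnight at 30 C. After no-wash calcium dye loading, compound-evoked calcium rise over 180 s flagged agonists.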
RXFP1 agonist: qHTS Assay for Agonists of the Relaxin Receptor RXFP1 | HEK293T-RXFP1 cAMP TR-FRET, 30 min; response scale: percent of porcine relaxin response, buffer zero | Potency, µM (series often up to 57.5 µM), for the others: top-dose activation, actives largely listed as activators | 370,000 tested, 0.3% active; active means well fitted activation curve with a large enough effect; inconclusive means small, poorly fitted or top-dose-only effect; further: potency means the concentration at half of the fitted maximal effect; on the % scale 0 is the no-effect control and ±100 the full control effect; nearly all actives have a fitted effect of over 60% in size; many of its hits are not listed in these tables
Target sequence (Q9HBX9 whole entry, looked up): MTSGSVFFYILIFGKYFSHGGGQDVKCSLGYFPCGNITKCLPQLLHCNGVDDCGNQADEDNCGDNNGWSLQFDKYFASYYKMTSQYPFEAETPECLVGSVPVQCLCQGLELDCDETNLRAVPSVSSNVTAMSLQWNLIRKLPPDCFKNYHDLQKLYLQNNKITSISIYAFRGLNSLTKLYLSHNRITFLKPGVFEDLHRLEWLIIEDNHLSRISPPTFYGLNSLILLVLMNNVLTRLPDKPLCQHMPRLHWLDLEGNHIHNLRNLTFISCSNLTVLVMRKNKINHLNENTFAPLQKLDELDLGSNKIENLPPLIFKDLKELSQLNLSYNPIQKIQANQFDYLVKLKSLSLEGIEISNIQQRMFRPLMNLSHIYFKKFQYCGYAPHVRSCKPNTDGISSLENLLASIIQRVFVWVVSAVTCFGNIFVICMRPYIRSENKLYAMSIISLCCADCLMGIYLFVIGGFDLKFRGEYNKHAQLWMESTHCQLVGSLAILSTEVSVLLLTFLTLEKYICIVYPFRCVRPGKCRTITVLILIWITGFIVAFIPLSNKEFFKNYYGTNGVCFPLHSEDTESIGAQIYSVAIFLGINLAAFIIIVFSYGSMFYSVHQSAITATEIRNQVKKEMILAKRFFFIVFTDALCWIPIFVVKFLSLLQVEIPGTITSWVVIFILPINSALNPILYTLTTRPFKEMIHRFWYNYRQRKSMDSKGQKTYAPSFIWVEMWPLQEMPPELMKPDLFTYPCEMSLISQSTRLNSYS
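Agonist response is measured as cAMP accumulation in an RXFP1-transfected HEK293T line under PDE4 inhibition. Values are scaled between buffer-only and 29 nM porcine relaxin, and EC50s come from standard Hill equation fits.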
RXFP1 antagonist: qHTS Assay for Antagonists of the Relaxin Receptor RXFP1; AID 1259400, 2018; HEK293-RXFP1, relaxin-stimulated cAMP HTRF, 30 min; stronger effect = lower value; 350,000 tested, 0.59% active; activity change, negative = inhibition, % at 57.5 µM;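 active means activity change of -60% or lower, but not beyond a set lower limit; inconclusive means change between -60% and -40%, or beyond the set limit; inactive means change above -40%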; further: on the % scale 0 is the no-effect control and ±100 the full control effect
D1 potentiator: Potentiators of Human D1 Dopamine Receptor: qHTS. 360,000 tested, 0.036% active. AID 504651, 2011. HEK293 TREx D1 cells, calcium flux, dopamine EC20 potentiation. potentiation, % at 10 µM. D(1A) dopamine receptor (Homo sapiens), P21728; in the data active means potentiation above about 30%; further: 0% is about no effect
TRHR PAM: qHTS for Small Molecule Agonists and Allosteric Enhancers of Human TRH Receptor: Primary Screen for Enhancers; Thyrotropin-releasing hormone receptor (Homo sapiens), P34981; TRHR cells, fluo-8 calcium fluorescence, EC20 TRH enhancement; enhancement, % at 2 µM; 360,000 tested, 0.66% active; AID 493056, 2011; in the data active means enhancement above about 30%; further: 0% is about no effect
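TRHR-expressing cells loaded with fluo-8 calcium dye were read kinetically (ex 480/em 530) during compound addition, then stimulated with an EC20 of TRH (10 nM final). Enhancement of the Gq-mediated intracellular calcium response was scored.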
An asterisk follows results filed as active; ? = inconclusive; / = not tested or not shown. This is a subset; rates above refer to the full screens.

Each structure is followed by: D2 potentiator, D2 antagonist, D2 ag, D1 antagonist, D1 ag, RXFP1 agonist, RXFP1 antagonist, D1 potentiator, TRHR PAM
- Cc1ccc(C)c(N2CCN(S(=O)(=O)c3ccc4[nH]c5c(c4c3)CCCC5)CC2)c1
 : -7, /, -0.8, -4, 3, 0.9%, -12, 3, 7
- Cc1cc(C)cc(NC(=O)Cc2noc3ccccc23)c1
 : 1, /, -0.5, -63*, -1, 1.2%, -9, -2, -3
- COc1ccc(COc2cccc3ccc(C)nc23)cc1F
 : -5, 11, 0.2, -1, 6, 2.5%, -18, -12, 7
- O=C(NCc1ccc(F)cc1)c1ccc(S(=O)(=O)N2CCCCC2)cc1
 : 11, -7, 0.4, -7, 2, 1.7%, -3, -2, -2
- NC(=O)c1sc2nc3c(c(-c4ccccc4)c2c1N)CCC3
 : 37*, -32, -0.1, -8, 0, 5.6%, -7, -2, 10
- CCOc1ccccc1OCCOCCN1CCN(Cc2ccccc2)CC1
 : -21, -15, 0.4, -5, 2, 0.6%, -10, 2, 5
- O=C(Nc1cccc(F)c1)C1CC(=O)N(c2ccc(Cl)cc2)C1 (configuration not stated)
 : -1, 4, -0.4, -1, 7, -1.5%, 3, -11, -2
- COc1ccc(/C=N/NC(=O)c2cccnc2)cc1COc1ccc(NC(C)=O)cc1
 : 1, 0, 1.4, -2, 2, 3.2%, ?, -2, -5
- Cc1oc(-c2ccc(Cl)cc2)nc1CS(=O)CC(=O)NCc1cccs1 (configuration not stated)
 : /, /, /, -3, 0, -0.9%, -2, /, -2
- O=C1CN(C(=O)COC(=O)c2ccccc2O)c2ccccc2N1
 : 13, 7, 1.2, -2, 5, 2.6%, -5, -5, -2
- O=c1c(N2CCCCC2)csc2ccc(F)cc12
 : 6, /, 0.3, -75*, 4, 0.8%, -7, 5, 1
- COC(=O)[C@H](Cc1c[nH]c2ccccc12)NC(=O)NCc1ccc(OC)cc1
 : -4, 7, -0.4, 2, 1, -0.4%, 0, -1, -5
- O=C(Nc1ccc(Cl)cc1F)c1ccccc1Br
 : 11, -2, -0.3, -28, 2, -0.3%, 3, -3, 4
- CC1CCc2cc(F)ccc2N1C(=O)CCl (configuration not stated)
 : 0, -2, 8.6, 2, 2, -1.0%, 2, -4, -3
- COc1ccc(C(=O)Nc2ccccc2N2CCOCC2)cc1S(=O)(=O)N1CCCC1
 : 9, -21, -0.1, 5, 1, -0.9%, -5, -10, 9
- Cc1ccc(N2CCN(/N=C/c3ccncc3)CC2)cc1
 : -4, 12, -0.7, -21, 15, -1.3%, /, -1, -3
- CC(C(=O)Nc1ccc(S(=O)(=O)N2CCCC2)cc1)N1CCN(C(=O)c2ccco2)CC1 (configuration not stated)
 : -2, -6, 0.8, 0, 2, 0.2%, 0, -2, 2
- COc1ccc(NC(=O)C2CCCN2S(=O)(=O)c2cccc3cccnc23)c(OC)c1 (configuration not stated)
 : -4, 0, 2.1, -5, 1, -0.2%, /, 3, -2
- COc1ccc(CNC(=O)C2CCN(S(=O)(=O)c3cccc4nonc34)CC2)cc1OC
 : 7, /, 0.6, -3, 0, -0.5%, -1, -2, 3
- Cc1ccccc1C(=O)N1CCC(C(=O)Nc2ccc3c(c2)OCCO3)CC1
 : 1, 11, 0.5, 5, 0, 0.1%, 9, -2, 6
- COc1cc(OC)c(OC)cc1/C=C1\Oc2cc(OS(C)(=O)=O)ccc2C1=O
 : -4, -9, 15, -22, 53*, 7.2%, -9, -1, -1
- CCOc1ccc(NC(=O)CS(=O)CC(=O)Nc2cccnc2)cc1 (configuration not stated)
 : 1, 17, 0.6, 3, 1, 0.9%, -3, 0, -1
- CCOc1ccccc1N1CC(C(=O)NCCOc2ccccc2OC)CC1=O (configuration not stated)
 : -10, 4, 1.1, -2, 1, 0.4%, 8, -2, -2
- COc1cccc(-c2nc(NC(C)C)c3ccccc3n2)c1O
 : 10, 32*, 12, 12, 1, 2.5%, ?, -2, -5
- CCOC(=O)c1c(S(=O)(=O)NCC(=O)Nc2cccc(CC)c2)c(C)n(C)c1C
 : 9, /, -0.4, 14, 1, -0.7%, 2, -2, 3
- COc1ccccc1N1CCN(Cc2nc(N)nc(Nc3ccc(C)c(Cl)c3)n2)CC1
 : /, 55*, 0.6, 3, -1, -0.6%, -22, -6, 0
- COc1ccc(S(=O)(=O)N(C)c2ccc(OC(=O)C(C)Oc3ccc(F)cc3)cc2)cc1 (configuration not stated)
 : -5, -1, 2.5, -3, 20, 2.8%, -2, -3, 1
- Cc1cc(NC(=O)c2cccnc2)ccc1NC(=O)c1cc2ccccc2o1
 : -1, 1, -0.9, -17, 12, 0.8%, -6, -9, -1
- Cc1cc(=O)n2nc(N3CCC(C(=O)NCc4cccnc4)CC3)sc2n1
 : 3, 13, -1.6, -3, 3, 10%, /, -1, 10
- COc1cccc(N2CCN(C(=S)Nc3ccc(C)cc3C)CC2)c1
 : 10, -3, 0.6, -3, 0, 0.9%, -11, -1, 7
- O=C(COC(=O)c1ccc2c(c1)OCCO2)Nc1ccc(F)cc1
 : 4, 1, 0.2, 3, 19, 0.3%, -6, 1, 19
- CC(CCc1ccccc1)NC(=O)C(Cc1ccccc1)NC(N)=O (configuration not stated)
 : -11, -7, 0.4, 7, -3, -4.0%, -2, 0, -1
- COc1cc(C(=O)NCC(c2ccco2)N2CCc3ccccc3C2)cc(OC)c1OC (configuration not stated)
 : -8, 5, -0.4, -6, 2, 2.7%, -11, -3, -4
- Cc1ccc(OCCC(=O)OCC(=O)N2c3ccccc3CC2C)cc1 (configuration not stated)
 : -8, 4, 0.9, -7, 4, 0.1%, 3, -5, 1
- CC(C)C(=O)Nc1ccc(-c2ccc3nncn3n2)cc1
 : 5, 3, 0.1, 1, 1, 3.2%, -9, -3, -6
- Cc1ccc(C(=O)OCc2cc(=O)n3nc(-c4cccs4)sc3n2)cc1
 : /, /, -0.3, -21, 1, -0.3%, /, -6, -5
- CCN(CC)CCN1C(=O)C2C(C(=O)Nc3cccc(C)c3)C3C=CC2(O3)C1C(=O)NC1CCCC(C)C1C (configuration not stated)
 : -1, -14, -0.8, -5, -2, 5.0%, 7, -1, 15
- CC(C)NC(=O)c1ccc(N(Cc2ccc(Cl)cc2)S(C)(=O)=O)cc1
 : 3, -6, 0.4, 2, 5, -2.2%, -15, -4, 1
- CCOc1cc2[nH]c(=S)n(CCc3ccc(OC)c(OC)c3)c(=O)c2cc1OCC
 : -2, 19, -0.7, 0, 2, 0.4%, -28, 12, 8
- CCOc1ccc(NS(=O)(=O)c2ccc(C(=O)NCC(C)(C)N3CCOCC3)cc2)cc1
 : 4, -23, 1.6, 4, 17, 0.8%, -8, -6, 10

Ordered by value in D1 antagonist (ascending): some entries from above
compound	D2 potentiator	D2 antagonist	D1 antagonist	D1 ag	RXFP1 agonist	RXFP1 antagonist	D1 potentiator	TRHR PAM
CCN(CC)CCN1C(=O)C2C(C(=O)Nc3cccc(C)c3)C3C=CC2(O3)C1C(=O)NC1CCCC(C)C1C (configuration not stated)	-1	-14	-5	-2	5.0%	7	-1	15
O=C(Nc1cccc(F)c1)C1CC(=O)N(c2ccc(Cl)cc2)C1 (configuration not stated)	-1	4	-1	7	-1.5%	3	-11	-2
CC(C)C(=O)Nc1ccc(-c2ccc3nncn3n2)cc1	5	3	1	1	3.2%	-9	-3	-6

Later entries
Each structure is followed by: D2 potentiator, D2 antagonist, D2 ag, D1 antagonist, D1 ag, RXFP1 agonist, RXFP1 antagonist, D1 potentiator, TRHR PAM
- CN(CC(O)CON=C1c2ccccc2-c2ccccc21)S(=O)(=O)c1ccc(Br)cc1 (configuration not stated)
 : 6, -31, 2.1, -10, 14, 3.1%, -5, -3, -2
- C/C(=N/NC(N)=S)c1ccccc1[N+](=O)[O-]
 : -10, 2, -0.4, 12, 2, -2.2%, -6, -8, 0
- COc1cccc(NC(=O)NC2CCN(CC(=O)Nc3ccccc3[N+](=O)[O-])CC2)c1
 : /, 7, -3.0, 15, -1, -0.3%, 6, -9, 4
- CC(C)(C)c1ccccc1OCC(=O)NCCC(=O)O
 : 10, -5, -0.9, 1, 0, -3.0%, 8, -1, 1
- CCOc1ncccc1C(=O)OCC(=O)c1c[nH]c2ccccc12
 : -12, 12, -0.4, 18, -2, 0.2%, -6, /, -5
- O=C(O)c1cccc(N2C(=O)C3CC=CCC3C2=O)c1 (configuration not stated)
 : 6, -9, -0.3, 10, 0, -0.9%, 0, -8, 3
- CC1CC(C)CN(C(=S)Nc2ccc3nc4n(c(=O)c3c2)CCCCC4)C1 (configuration not stated)
 : 6, -9, -1.4, -8, 2, -0.1%, -23, -5, 26
- O=C(NCC1COCCO1)c1cc(COc2ccc(F)cc2F)on1 (configuration not stated)
 : -4, 8, 0.1, 18, -1, -2.7%, -1, 13, -5
- CCOc1ccc(NC(=S)N(CCc2c(C)[nH]c3ccc(C)cc23)Cc2ccncc2)cc1
 : -6, -3, 0.2, 29, -2, 3.7%, /, -2, 0
- COc1ccc(CCNC(=O)CSc2nc3[nH]ncc3c(=O)n2-c2cccc(C(F)(F)F)c2)cc1OC
 : 22, -34, -0.3, 2, 2, 1.3%, 3, 1, -2
- COc1cccc(CN2CCCN(CC(=O)Nc3ccc4c(c3)OCCO4)S2(=O)=O)c1
 : 3, /, -1.4, -12, -2, 4.3%, -10, 0, -2
- c1ccc(C2C/C(=N\N3CCOCC3)c3ccccc3O2)cc1 (configuration not stated)
 : 18, -4, 2.6, 4, 1, 1.0%, 0, -1, -4
- COc1ccc2c(C)c(Cl)c(=O)oc2c1
 : -7, 16, 0.8, 6, 2, 5.5%, -5, 2, -3
- CC(C)Cc1nnc(NC(=O)CC(C)c2ccccc2)s1 (configuration not stated)
 : 2, 6, 0.5, 8, 0, -0.5%, 1, 3, 2
- CCNC(=O)c1ccccc1NC(=O)c1cccc(S(=O)(=O)N2CCC(C)CC2)c1
 : -5, /, /, 3, 2, -0.1%, 7, -4, -4
- Cc1ccccc1Nc1nc(N)nc(COC(=O)c2ccc(S(=O)(=O)N(C)C)cc2)n1
 : -8, -18, -0.2, -13, 15, 0.4%, /, -5, 5
- CC(c1cccs1)N(C(=O)Nc1ccccc1)C1CCCCC1 (configuration not stated)
 : 9, -16, 0.1, -12, 0, 3.1%, -1, 0, 0
- C=CCSC1=Nc2cc(OC)c(OC)cc2C2=NC(=O)CN12
 : -2, 11, -2.1, 13, 1, 21%, -2, -11, 2
- CN(C)CCCSc1nc2ccccc2s1
 : -14, -2, 1.4, -4, 8, 0.0%, -2, 13, -2
